Source: PubChem
sEH inh = soluble epoxide hydrolase inhibitors, primary screen, biochemical, human sEH | Bifunctional epoxide hydrolase 2 (Homo sapiens), P34913 | recombinant human sEH enzymatic activity assay | inhibition, % at 2 µM | hit rate 0.34% among 91,000; in the data active = inhibition above about 80%; also: values of inactives mirror those of a sister screen read the other way; many of its hits are not listed in these tables
Target sequence (P34913 whole entry, looked up): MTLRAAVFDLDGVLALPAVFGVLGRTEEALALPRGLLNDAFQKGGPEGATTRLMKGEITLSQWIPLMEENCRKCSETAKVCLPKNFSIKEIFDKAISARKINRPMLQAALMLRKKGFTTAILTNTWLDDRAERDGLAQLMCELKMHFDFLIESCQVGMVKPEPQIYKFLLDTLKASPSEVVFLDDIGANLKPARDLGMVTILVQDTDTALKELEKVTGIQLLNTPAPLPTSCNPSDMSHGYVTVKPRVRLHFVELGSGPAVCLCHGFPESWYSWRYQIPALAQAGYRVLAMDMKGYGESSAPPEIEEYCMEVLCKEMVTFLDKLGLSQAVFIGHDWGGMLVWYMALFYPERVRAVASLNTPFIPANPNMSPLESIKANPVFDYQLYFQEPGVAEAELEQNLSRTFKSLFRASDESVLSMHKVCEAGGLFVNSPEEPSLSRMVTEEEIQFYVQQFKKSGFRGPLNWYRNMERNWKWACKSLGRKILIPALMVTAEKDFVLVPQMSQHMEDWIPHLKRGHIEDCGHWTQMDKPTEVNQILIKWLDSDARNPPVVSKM
sEH activator = soluble epoxide hydrolase activators, primary screen, biochemical, human sEH | purified human sEH enzymatic activity, activator screen | activation, % at 2 µM | hit rate 0.04% among 91,000 | AID 717, 2007; in the data active = activation above about 37%; also: values of inactives mirror those of a sister screen read the other way
Lung fibro prol = antiproliferative effect on LL 47 fibroblasts – human, LL 47 cells, CellTiter-Glo luminescence, primary screen; viability, % at 10 µM; AID 719, 2007; hit rate 1.1% among 85,000; LL 47 human lung fibroblast viability, ATP luminescence; stronger effect = lower value;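 active = viability at or below 50% in the single dose screen; inactive = viability above 50%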;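 also: compound exposure lasted 72 h before the ATP readout; 100% = median luminescence of untreated cell-only wells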
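Test system: LL 47 human lung fibroblasts; Quantity: 1,150 cells/well; Buffer or medium: IMEM plus 15% FBS; Dosing: tenfold compound dosing solution, DMSO at 0.1%; Timing: overnight cell rest, 72 h compound treatment at 37 °C; Detection: ATP-based CellTiter-Glo luminescent readout; Read-out basis: viability percentage against median untreated-cell control; Controls: cell-only wells, no compound.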
H69AR growth 86K = proliferation blockers of H69AR lung cancer cells, primary screen, cell-based, human, 86K library | H69AR lung tumor viability, ATP luminescence, 72 h; stronger effect = lower value | viability, % at 10 µM | hit rate 6% among 85,000;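 active = viability at or below 40%; inactive = viability above 40%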;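 also: multidrug resistant small cell line overexpressing MRP-1 efflux transporter; 100% = mean luminescence of untreated control wells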
S1P2 blocker = human S1P2 receptor antagonists, primary screen, cell-based | Sphingosine 1-phosphate receptor 2 (Homo sapiens), O95136 | cell-based S1P2 antagonist assay, inhibition at 5 uM | inhibition, % at 5 µM | hit rate 0.21% among 97,000; in the data active = inhibition above about 45%;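 also: CRE beta-lactamase reporter cells expressing human S1P2 stimulated with S1P; 0% = agonist at EC80 alone and 100% = agonist plus reference antagonist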
Target sequence (O95136 whole entry, looked up): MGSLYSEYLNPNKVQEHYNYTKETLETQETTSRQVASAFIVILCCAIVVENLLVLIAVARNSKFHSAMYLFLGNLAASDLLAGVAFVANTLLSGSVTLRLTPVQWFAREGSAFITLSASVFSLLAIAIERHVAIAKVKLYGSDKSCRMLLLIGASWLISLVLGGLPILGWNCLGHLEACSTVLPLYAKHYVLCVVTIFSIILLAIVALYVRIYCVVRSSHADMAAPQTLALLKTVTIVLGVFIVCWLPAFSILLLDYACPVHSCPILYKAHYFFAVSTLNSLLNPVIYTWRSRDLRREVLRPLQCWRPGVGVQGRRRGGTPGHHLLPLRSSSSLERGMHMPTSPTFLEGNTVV
LYP act = LYP phosphatase activators, primary screen, biochemical, DiFMUP fluorescence, 2 µM; recombinant LYP; 0 = plate median, 100 = signal doubled; activation, % at 2 µM; hit rate 0.11% among 96,000; AID 697, 2007;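 active = activation at 2 µM above a set limit, the mean plus 5 SD, cut at about 37% in these data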
PostGolgi ctrl = growth inhibition of yeast control strain, primary screen, counter-screen for post-Golgi transport modulator project; efflux-deficient yeast background strain, growth absorbance A615, 16 h; inhibition, % at 10 µM; hit rate 5% among 98,000; in the data active = inhibition above about 30%
HUVEC prolif 384 = inhibitors of HUVEC proliferation, primary screen, cell-based, 384-well. CellTiter-Glo luminescence, 72 h; stronger effect = lower value. viability, % at 10 µM (by protocol). hit rate 1.1% among 86,000. AID 648, 2007;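 active = viability at or below 30%; inactive = viability above 30%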;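 also: 100% = median luminescence of DMSO-only cell control wells on each plate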
S1P2 agonist = S1P2 receptor agonists, primary screen, cell-based; activation, % at 4.5 µM; Sphingosine 1-phosphate receptor 2 (Homo sapiens), O95136; S1P2-expressing cell line, agonist reporter read-out; hit rate 0.46% among 97,000; in the data active = activation above about 16%;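 also: 0% = vehicle low control and 100% = maximal reference agonist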
Starred values were filed as active, the others as inactive; x = not tested or not shown.

Value order: sEH inh	sEH activator	Lung fibro prol	H69AR growth 86K	S1P2 blocker	LYP act	PostGolgi ctrl	HUVEC prolif 384	S1P2 agonist
Cc1cc(NC(=O)COC(=O)CSCc2ccc(Cl)c(Cl)c2)no1
→ 8	-9	98	93	15	-8	8	91	-6
CC(c1ccc(Br)cc1)N1CC23C=CC(O2)C(C(=O)O)C3C1=O (configuration not stated)
→ -1	3	97	89	1	1	-1	111	0
COc1ccc(-c2cn3c(C)c(C(=O)Nc4ccncc4)sc3n2)cc1
→ -7	6	94	75	19	-7	8	101	-9
CC(=O)c1ccc(OCC(O)COc2ccc(C(C)=O)cc2)cc1
→ 5	-4	x	x	-10	5	-2	x	5
Cc1ccc2[nH]c(=O)c(CN(CC3CCCO3)S(=O)(=O)c3c(C)ccc4nsnc34)cc2c1 (configuration not stated)
→ -10	10	91	72	12	-1	32*	85	-4
COc1cc(C2CC(=O)c3cnc(N4CCN(Cc5ccccc5)CC4)nc3C2)cc(OC)c1OC (configuration not stated)
→ -8	10	61	71	1	6	0	54	-9
CCn1c(=O)c(C(=O)Nn2c(C)nc3ccccc3c2=O)c(O)c2ccccc21
→ x	x	95	57	x	x	21	112	x
O=S(=O)(NCCOc1cccc2cccnc12)c1ccc(F)cc1
→ 11	-11	101	94	-15	6	-5	91	-6
CC1CCN(c2c([N+](=O)[O-])c(=O)n(-c3ccccc3)c3ccccc23)CC1
→ -16	16	x	x	7	0	5	x	-7
CN1CCN(c2nc(N3CCN(CCO)CC3)nc3ccccc23)CC1
→ 4	-4	92	82	10	3	10	82	-3
COc1ccc(-n2c(Cn3c(=O)sc4ccccc43)nnc2SCC(=O)N2CCOCC2)cc1
→ 4	-6	94	96	4	-5	-7	97	-5
CCCc1noc2c1/C(=N\O)CCC2
→ -7	6	103	111	-3	-7	21	101	-8
COc1ccc(OCCC(=O)NC2=NCCS2)cc1
→ -10	11	105	86	-23	-8	3	85	-2
Nc1n[nH]c2c1C1(CCCC1)Cc1ccccc1-2
→ -7	4	100	94	24	-6	18	96	-5
Cc1cc(-n2nc(C)cc2C)n2nc(C)c(-c3ccccc3)c2n1
→ 2	-3	100	68	6	3	11	106	-2
CCOC(=O)C1CCN(C(=S)Nc2cc(OC)c(OC)cc2C(=O)OC)CC1
→ 0	-3	101	48	-1	-1	1	103	-2
Clc1ccc(-c2csc(N3CCN(c4ccccc4)CC3)n2)cc1
→ -16	18	104	40*	-9	2	13	75	-2
CCC(C)n1c(SCC(=O)Nc2cc(C)on2)nc2ccccc2c1=O (configuration not stated)
→ x	x	97	26*	-3	0	2	80	-3
Cc1ccc(-c2nnc(C)c(N3CC(C)OC(C)C3)n2)cc1 (configuration not stated)
→ 0	0	x	x	9	-5	20	x	-7
N#C/C(=C/c1ccc(F)cc1)c1nc(CCN2C(=O)c3ccccc3C2=O)cs1
→ 6	-6	x	x	-17	4	-2	x	-2
C=CCN1C(=O)C(Cc2ccc(OCC)cc2)S/C1=N\N=C\c1cccs1 (configuration not stated)
→ -23	26	106	94	4	-7	8	105	-1
COc1ncnc(OC)c1NC(=O)c1ccc(F)cc1
→ 8	-9	97	98	5	-5	29	100	0
COc1ccccc1NC(=O)N(c1c(N)n(Cc2ccccc2)c(=O)[nH]c1=O)C1CCCC1
→ 0	-2	99	92	6	3	8	85	-1
Cn1c(=O)c2cc(S(=O)(=O)N3CCN(c4cccc(C(F)(F)F)c4)CC3)ccc2n(C)c1=O
→ -22	22	58	25*	1	1	0	68	-1
CCOC(=O)c1ccccc1NC(=O)c1ccccc1SC
→ 7	-7	89	46	-33	1	2	93	-5
Cc1csc(NC(=O)c2nc3nccc(C)n3n2)n1
→ -13	13	x	102	-5	0	2	81	0
COc1cc(OC)cc(C(=O)Nc2ccc(S(=O)(=O)N(C)C)cc2)c1
→ 15	-15	100	74	-18	-2	-1	88	-3
Cc1cc(C(F)F)n2ncc(C(=O)N3CCCCC3)c2n1
→ 8	-5	91	89	-11	-1	x	99	-4
Clc1cccc(CON/C=N/c2ncnc3sccc23)c1
→ 40	-40	x	x	14	-1	35*	x	-6
CC1CCCN(C(=O)COC(=O)c2n[nH]c3ccccc23)C1 (configuration not stated)
→ x	x	101	106	-9	-8	4	93	-1
CC1CCCN(c2nc3ccsc3c(=O)s2)C1 (configuration not stated)
→ x	x	100	74	-11	8	22	89	-8
O=C(Nc1ccn(Cc2c(F)c(F)c(F)c(F)c2F)n1)c1ccc(COc2ccccc2Cl)cc1
→ -6	6	x	x	5	5	0	x	-8
Cc1ccc(S(=O)(=O)N2CCC(C(=O)NCc3cccnc3)CC2)cc1
→ 8	-8	101	91	0	2	7	99	-1
CCC(C)NC(=O)C1CCN(C(=O)c2ccccc2)CC1 (configuration not stated)
→ -7	7	x	x	21	-1	1	x	-3
CC(C)NC(=O)NC(=O)COC(=O)c1ccc(NC(=O)CC#N)cc1
→ -6	8	x	x	-12	9	10	x	-5
O=C(CCSCc1ccccc1F)N1CCN(c2ccccn2)CC1
→ x	x	94	86	x	x	3	91	x
CC(C)(C)n1nnnc1C(c1cccnc1)N(Cc1ccccc1)Cc1ccco1 (configuration not stated)
→ x	x	92	60	-10	-4	28	101	-1
CC(C)(Oc1ccc(Cl)cc1)C(=O)OCC(=O)Nc1ncc(Cl)cc1Cl
→ 17	-14	95	98	13	-16	2	104	-5
O=C(NCc1ccc2c(c1)OCO2)c1ccc(NS(=O)(=O)c2ccc3c(c2)OCCO3)cc1
→ 22	-22	98	96	-3	4	6	111	-6
COc1ccc(CC(=O)Nc2c3c(nn2C(C)(C)C)CS(=O)C3)cc1 (configuration not stated)
→ -12	10	94	91	13	12	2	99	-1
Cn1c(/N=C/c2c[nH]c3ccccc23)nc2ccccc21
→ -1	3	97	63	17	2	-2	96	-4
COc1ccc(C2C(C#N)=C(N)Oc3cc4c(cc32)OCO4)cc1 (configuration not stated)
→ 2	3	82	41	-18	5	17	64	0
Cn1c(=O)c(C(=O)Nc2cccnc2)c(O)c2ccccc21
→ 4	-1	78	12*	9	-11	x	44	-3
CNC(=O)N1CCN(C(=O)NC)CC1
→ 4	-7	105	99	20	1	4	95	-2
N#CCCN1CCN(C(=S)c2ccc(-c3ccc(Cl)c(Cl)c3)o2)CC1
→ 9	-11	95	102	-9	-13	33*	78	-5

As a working copy, part of the list above:
Value order: sEH inh	sEH activator	Lung fibro prol	H69AR growth 86K	S1P2 blocker	LYP act	PostGolgi ctrl	HUVEC prolif 384	S1P2 agonist
Cc1cc(NC(=O)COC(=O)CSCc2ccc(Cl)c(Cl)c2)no1
→ 8	-9	98	93	15	-8	8	91	-6
CC(c1ccc(Br)cc1)N1CC23C=CC(O2)C(C(=O)O)C3C1=O (configuration not stated)
→ -1	3	97	89	1	1	-1	111	0
COc1ccc(-c2cn3c(C)c(C(=O)Nc4ccncc4)sc3n2)cc1
→ -7	6	94	75	19	-7	8	101	-9
CC(=O)c1ccc(OCC(O)COc2ccc(C(C)=O)cc2)cc1
→ 5	-4	x	x	-10	5	-2	x	5
Cc1ccc2[nH]c(=O)c(CN(CC3CCCO3)S(=O)(=O)c3c(C)ccc4nsnc34)cc2c1 (configuration not stated)
→ -10	10	91	72	12	-1	32*	85	-4
COc1cc(C2CC(=O)c3cnc(N4CCN(Cc5ccccc5)CC4)nc3C2)cc(OC)c1OC (configuration not stated)
→ -8	10	61	71	1	6	0	54	-9
CCn1c(=O)c(C(=O)Nn2c(C)nc3ccccc3c2=O)c(O)c2ccccc21
→ x	x	95	57	x	x	21	112	x
O=S(=O)(NCCOc1cccc2cccnc12)c1ccc(F)cc1
→ 11	-11	101	94	-15	6	-5	91	-6
CC1CCN(c2c([N+](=O)[O-])c(=O)n(-c3ccccc3)c3ccccc23)CC1
→ -16	16	x	x	7	0	5	x	-7
CN1CCN(c2nc(N3CCN(CCO)CC3)nc3ccccc23)CC1
→ 4	-4	92	82	10	3	10	82	-3
COc1ccc(-n2c(Cn3c(=O)sc4ccccc43)nnc2SCC(=O)N2CCOCC2)cc1
→ 4	-6	94	96	4	-5	-7	97	-5
CCCc1noc2c1/C(=N\O)CCC2
→ -7	6	103	111	-3	-7	21	101	-8
COc1ccc(OCCC(=O)NC2=NCCS2)cc1
→ -10	11	105	86	-23	-8	3	85	-2
Nc1n[nH]c2c1C1(CCCC1)Cc1ccccc1-2
→ -7	4	100	94	24	-6	18	96	-5

(list continues)
Value order: sEH inh	sEH activator	Lung fibro prol	H69AR growth 86K	S1P2 blocker	LYP act	PostGolgi ctrl	HUVEC prolif 384	S1P2 agonist
O=C(NC1CCCCC1)N1CCN(CCc2ccccc2)CC1
→ 10	-8	96	92	9	4	6	91	-4
c1ccc2c(c1)CCCN2c1nc2ccccc2n2cnnc12
→ -3	6	88	76	-7	3	0	101	-9
COc1cccc(COc2ccccc2C2Nc3ccc(Br)cc3C(=O)N2NC(=O)c2ccncc2)c1 (configuration not stated)
→ -1	2	x	x	-12	2	24	x	-8
CCCOC(=O)C(C)n1cnc2sc(C)c(C)c2c1=O (configuration not stated)
→ -4	3	x	x	10	1	2	x	-3
COc1cccc(NC(=O)CCCn2c(=S)[nH]c3ccccc3c2=O)c1
→ 4	-7	97	74	-9	3	15	84	-4
CCc1ccc(C2NC(C(=O)O)CS2)cc1 (configuration not stated)
→ -8	9	x	x	3	-2	2	x	-3
O=C(CN1CCOCC1)NCCC12CC3CC(CC(C3)C1)C2
→ 48	-47	x	x	-6	-1	1	x	-3
COc1ccc(N2CCN(C(=O)CN(Cc3ccccc3)S(C)(=O)=O)CC2)cc1
→ 8	-10	102	108	10	8	1	106	-2

An excerpt; rates above refer to the full screens.
